From PubChem
HepG2 tox: kills HepG2 cells in TGF-b inhibitor counter-screen. HepG2 CAGA-GFP viability, ATP luminescence, 18 h. Potency, µM (doses to about 46.1 µM), without a hit: at the top dose activity change, negative = cytotoxicity, most hits filed as cytotoxic. actives 0.76% (n = 410,000). AID 588856; note: potency is the fitted concentration of half-maximal effect; some results filed as inactive show a strong effect at the top dose
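HepG2 CAGA-GFP cells (1000/well, DMEM with 1% FBS) received compound, then TGF-beta at 500 pg/mL final, and were incubated 18 hours at 37 degrees C. Viability was read by CellTiter-Glo luminescence. Media-only wells were set as complete cell-killing and DMSO as no toxicity.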
IL-2 act: activators of IL-2; AID 652025; IL-2 activation reporter assay, cell-based qHTS; stimulated with anti-CD3/CD4/CD28 beads; in transgenic mouse T cells; activation, % (series mostly up to about 46 µM); actives 0.065% (n = 360,000); in the data active = activation above about 50%; inconclusive = mostly about 30% to 49%; note: 0% is about no effect
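Readout: EGFP and DsRed signals by fluorescent plate cytometry. Unstimulated transgenic mouse T cells received compound 60 min before antibody-bead stimulation, then incubated 18 h at 37 degrees C.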
ATXN2 expr inh: ATXN2 expression inhibition | HEK-293 ATXN2-luciferase reporter, luminescence, 24 h | Potency, µM (titrated, usually from 57 µM), inactives show top-dose activity change, negative = inhibition, actives largely listed as inhibitors | actives 0.72% (n = 360,000); note: potency is the fitted concentration of half-maximal effect; % is set by controls: 0 for no effect and ±100 for the full control effect; nearly all actives have a fitted effect of over 55% in size
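qHTS (up to 57 uM final) was run with 24 h compound exposure of reporter cells at 37 °C. Each well was multiplexed: SteadyGlo luminescence measured ATXN2-luciferase expression after a fluorogenic Gly-Phe-AFC viability readout (25 uM final).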
ATXN viability: cell viability loss in ATXN counter-screen; S2 cells (HEK-293 line with an ATXN2-luciferase reporter) viability, CellTiter-Fluor protease fluorescence, 24 h; Potency, µM (titrated, usually from 56.7 µM), most hits filed as cytotoxic; actives 0.49% (n = 400,000); AID 651635; note: potency is the fitted concentration of half-maximal effect; nearly all actives have a fitted effect of over 40% in size
TGFb inhibitor: TGF-b pathway inhibition; HepG2 CAGA-GFP TGF-b/SMAD3 reporter, GFP fluorescence, 18 h; TGF-beta stimulated, 500 pg/mL final; Potency, µM (titrated, usually from 46.1 µM), for inactives: at the top dose activity, negative = inhibition, most hits filed as inhibitors; actives 1.2% (n = 410,000); note: potency is the fitted concentration of half-maximal effect; % is set by controls: 0 for no effect and ±100 for the full control effect; nearly all actives have a fitted effect of over 65% in size
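Read-out: total well GFP (ex488/em500-530) summed from mean per-cell fluorescence. Cells: HEPG2 CAGA-GFP, 1% FBS DMEM, 18 h at 37 degrees C with 500 pg/mL final TGF-beta. Unstimulated wells served as the full-inhibition control; stimulated DMSO wells = 0%.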
Nrf2 activator: activates Nrf2 signaling | AREc32 ARE-luciferase reporter (MCF7-derived line), luminescence, 24 h | Potency, µM (top dose mostly 46.1 µM), without a hit: at the top dose activation, hits mostly activators | actives 0.31% (n = 410,000) | AID 624171; note: potency is the fitted concentration of half-maximal effect; % of control where 0% means no effect; nearly all actives have a fitted effect of over 65% in size
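ARE-driven firefly luciferase activity in AREc32 cells measured after a 24 hr compound exposure at 37 deg C, using Steady-Glo reagent and a 30 min room-temperature hold.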
EPAC2 agonist: EPAC2 (human) agonism; actives 0.079% (n = 360,000); Potency, µM (top dose mostly 154 µM), for inactives: at the highest dose activation, hits mostly activators; Q8WZA2; EPAC2 activation, biochemical qHTS; response scale: 100% = 6.5 mM cAMP response; AID 720711; note: potency is the fitted concentration of half-maximal effect; nearly all actives have a fitted effect of over 50% in size
Target sequence (Q8WZA2 whole entry, looked up): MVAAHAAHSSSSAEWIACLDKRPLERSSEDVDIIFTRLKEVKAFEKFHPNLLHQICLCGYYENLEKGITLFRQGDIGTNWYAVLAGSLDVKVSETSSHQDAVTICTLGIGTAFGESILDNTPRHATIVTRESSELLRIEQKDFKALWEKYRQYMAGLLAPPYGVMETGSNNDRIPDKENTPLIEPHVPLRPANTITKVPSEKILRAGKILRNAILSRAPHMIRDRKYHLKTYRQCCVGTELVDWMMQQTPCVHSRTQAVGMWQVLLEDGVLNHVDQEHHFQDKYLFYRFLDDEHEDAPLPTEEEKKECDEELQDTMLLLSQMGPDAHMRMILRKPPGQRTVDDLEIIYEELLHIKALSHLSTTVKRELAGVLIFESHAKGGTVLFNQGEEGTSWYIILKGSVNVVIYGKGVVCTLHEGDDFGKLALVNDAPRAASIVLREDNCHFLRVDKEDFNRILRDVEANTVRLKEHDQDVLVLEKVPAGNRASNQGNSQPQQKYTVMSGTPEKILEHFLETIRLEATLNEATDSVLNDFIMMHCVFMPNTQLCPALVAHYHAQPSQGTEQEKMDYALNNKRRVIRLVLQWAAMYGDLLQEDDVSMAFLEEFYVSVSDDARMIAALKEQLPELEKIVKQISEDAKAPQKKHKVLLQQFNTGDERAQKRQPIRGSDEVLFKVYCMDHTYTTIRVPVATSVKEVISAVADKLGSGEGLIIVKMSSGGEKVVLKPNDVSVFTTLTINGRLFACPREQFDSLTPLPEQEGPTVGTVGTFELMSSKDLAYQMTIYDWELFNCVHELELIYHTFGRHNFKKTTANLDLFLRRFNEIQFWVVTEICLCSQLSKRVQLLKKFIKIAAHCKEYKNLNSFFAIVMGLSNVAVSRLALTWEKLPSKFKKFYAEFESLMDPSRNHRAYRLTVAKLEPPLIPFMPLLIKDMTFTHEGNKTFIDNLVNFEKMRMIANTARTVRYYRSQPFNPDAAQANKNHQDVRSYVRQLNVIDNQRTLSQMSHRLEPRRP
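qHTS, titration series. 100 nM EPAC2 / 250 nM Rap1B-BODIPY-GDP / 50 uM GDP; RT; ex 480/em 540 nm, 5-min reads to 30 min. Norm. to 6.5 mM cAMP = activation.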
A549 viability: counter-screen for Nrf2 inhibitors: cytotoxicity in A549 cells. A549 ARE-Fluc cells, CellTiter-Fluor viability, 18-24 h. actives 0.16% (n = 390,000). Potency, µM (highest dose often 46 µM), without a hit: at the highest dose activity change, negative = cytotoxicity, hits mostly inhibitors; note: potency is the fitted concentration of half-maximal effect; % is set by controls: 0 for no effect and ±100 for the full control effect
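Cytotoxicity counterscreen: CellTiter-Fluor fluorescence was measured in A549 ARE_Fluc cells after 18-24 h of compound exposure in a concentration series. The subsequent BugLite luminescent read reports ARE-luciferase activity.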
Nrf2 inh: Nrf2 pathway inhibition; A549 ARE-Fluc reporter, luciferase luminescence, 18-24 h; Potency, µM (highest dose often 46 µM), inactives show top-dose activity change, negative = inhibition, actives largely listed as inhibitors; actives 2.1% (n = 360,000); AID 504444; note: potency is the fitted concentration of half-maximal effect; % is set by controls: 0 for no effect and ±100 for the full control effect; nearly all actives have a fitted effect of over 60% in size
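Reporter: ARE-Fluc in A549. Exposure: 18-24 h, 37 °C, 5% CO2, 5% FBS OPTI-MEM. Readouts: fluorescent cytotoxicity (CellTiter-Fluor), then luminescent Nrf2 signal after BugLite.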
* = called active by the depositor; i = inactive; ? = inconclusive; . = not tested or not shown; [ ] = another dose, or the depositor's remark. Unless noted, calls come from the whole dose curve; as a rule, active = well fitted curve in the direction sought with a large enough effect; inconclusive = small, poorly fitted or top-dose-only effect, or another doubt; inactive = no such curve, though single readings can be large; an effect the other way counts as inactive or inconclusive.

SMILES | HepG2 tox | IL-2 act | ATXN2 expr inh | ATXN viability | TGFb inhibitor | Nrf2 activator | EPAC2 agonist | A549 viability | Nrf2 inh
CCc1ccc(-c2[nH]nc3nc(-c4cc(OC)ccc4OC)cc(C(=O)O)c23)cc1 | -2% | . | -9% | i | 9% | -0.2% | . | 7% | ?
C=C(C)CNC(=S)N/N=C(\C)c1ccc(-n2ccnc2)cc1 | 0% | -0.1 | -17% | i | 1% | 3.4% | -6% | -1% | 0%
c1ccc(COc2ncnc3c2ncn3CCCN2CCN(c3ccccn3)CC2)cc1 | -9% | -0.2 | 0% | ? | ? | 11% | 8% | 5% | ?
CN1CCN(CC(O)COC(c2ccc(Cl)cc2)c2ccc(Cl)cc2)CC1 (stereo not given) | 10µM* | -1.0 | . | i | ? | -2.4% | 7% | 0% | 0%
O=C(Nc1ccccc1-c1ccccc1)c1cccc(C(F)(F)F)c1 | 4% | -0.6 | -31% | i | -4% | 0.2% | 3% | 15% | -14%
CCCC(C)c1nnc(NC(=O)C(=O)OCC)s1 (stereo not given) | -5% | -1.4 | -1% | i | -3% | 0.2% | 11% | -2% | 17%
CCOc1ccc(C2/C(=C(/O)c3ccc4c(c3)CC(C)O4)C(=O)C(=O)N2CCCn2ccnc2)cc1 (stereo not given) | -9% | -2.7 | -11% | i | 5% | -0.3% | 6% | 2% | 5%
COc1ccc(CCN(C(=O)c2cccc(F)c2)C2CC(=O)N(c3ccc(OC)cc3)C2=O)cc1 (stereo not given) | -10% | 7.0 | -7% | i | ? | 0.0% | -4% | -10% | -13%
Cc1ccc(-n2nnc3c(=O)n(CC(=O)N4CCC(C)CC4)cnc32)cc1 | -1% | 0.9 | -1% | i | 4% | -0.7% | 7% | -7% | -13%
Cc1cc(C)cc(OCC(=O)N2CCc3ccccc3C2)c1 | 13% | 0.4 | -43% | i | 9% | 0.3% | 7% | 9% | 6%
CN(C)/C=N/c1cc(=O)[nH]c(=O)n1CC1CC1 | 0% | 3.1 | 3% | i | -6% | -0.2% | 8% | 0% | -3%
COc1cc(OC)cc(C(=O)N2CCN(Cc3ccccc3C(F)(F)F)CC2)c1 | -20% | 0.1 | 2% | i | 24% | -0.7% | 6% | -19% | ?
OC(c1ccc(Cl)cc1)c1ncc(-c2ccc(Oc3ccccc3)cc2)[nH]1 (stereo not given) | -98% | -1.0 | ? | ? | ? | -2.4% | 15% | . | .
CC(C)(C)NC(=O)COc1ccccc1C#N | -20% | 0.6 | 4% | i | -23% | -0.7% | 0% | 8% | 11%
COc1ccccc1-c1cc2nc(C)c(CCC(=O)Nc3ccc(Br)c(C)c3)c(C)n2n1 | -18% | . | -8% | i | ? | -0.9% | . | -1% | ?
CC1=C(C(=O)Nc2ccccc2C)C(c2cccnc2)n2nc(SCc3ccccc3F)nc2N1 (stereo not given) | -11% | . | -9% | i | -3% | -0.7% | . | 1% | 13%[9.27 µM]
CCCCCSc1nc(N2CCOCC2)c2c(c1C#N)CC(C)(C)OC2 | 6% | 0.5 | 2% | i | 24% | 0.3% | 6% | 1% | -6%
C=CCN(CC=C)C(=O)c1ccc2nc(Cc3ccc(OC)c(OC)c3)oc2c1 | -19% | -4.8 | 2% | i | ? | -0.5%[9.22 µM] | 5% | -7% | ?
CC(=O)c1cn(CC(=O)Nc2c(C)cccc2C)c2ccccc12 | -16% | -0.5 | -17% | i | ? | -0.7% | 0% | -11% | 9.2µM*
COC(=O)c1ccc(N2NC(=O)/C(=C/c3ccc(OC)c(OC)c3)C2=O)cc1 | 18% | 0.2 | . | i | 42%[activator] | 0.0% | -3% | 0% | 3%
NS(=O)(=O)c1ccc(N2CCN(C(=O)C3COc4ccccc4O3)CC2)nc1 (stereo not given) | 0% | -4.6 | 5% | i | 16% | -1.0% | -1% | 3% | 8%
CCC(=O)Oc1ccc(-c2cnc3ccccc3n2)cc1 | -30% | 1.1 | 89%[activator] | i | ? | 2.9% | 3% | ? | ?
CCOc1ccc(OCCOc2cccc(C(F)(F)F)c2)cc1 | -20% | -1.3 | -6% | i | 1% | -0.3% | -11% | 6% | 8%
Cc1ccn(C(=O)c2cc3cc(Cl)ccc3oc2=O)n1 | -3% | 0.1 | -5% | i | 2% | 0.4% | 6% | 0% | -19%
CN(c1ccccc1)S(=O)(=O)c1cccc(C(=O)OCC(=O)Nc2ccc3[nH]c(=O)[nH]c3c2)c1 | 0% | -4.7 | -8% | i | -12% | -0.6% | -1% | 3% | 3%

Quoted at random: six records from the list
SMILES | HepG2 tox | IL-2 act | ATXN2 expr inh | ATXN viability | TGFb inhibitor | Nrf2 activator | EPAC2 agonist | A549 viability | Nrf2 inh
NS(=O)(=O)c1ccc(N2CCN(C(=O)C3COc4ccccc4O3)CC2)nc1 (stereo not given) | 0% | -4.6 | 5% | i | 16% | -1.0% | -1% | 3% | 8%
c1ccc(COc2ncnc3c2ncn3CCCN2CCN(c3ccccn3)CC2)cc1 | -9% | -0.2 | 0% | ? | ? | 11% | 8% | 5% | ?
CC(C)(C)NC(=O)COc1ccccc1C#N | -20% | 0.6 | 4% | i | -23% | -0.7% | 0% | 8% | 11%
CCCCCSc1nc(N2CCOCC2)c2c(c1C#N)CC(C)(C)OC2 | 6% | 0.5 | 2% | i | 24% | 0.3% | 6% | 1% | -6%
OC(c1ccc(Cl)cc1)c1ncc(-c2ccc(Oc3ccccc3)cc2)[nH]1 (stereo not given) | -98% | -1.0 | ? | ? | ? | -2.4% | 15% | . | .
Cc1cc(C)cc(OCC(=O)N2CCc3ccccc3C2)c1 | 13% | 0.4 | -43% | i | 9% | 0.3% | 7% | 9% | 6%

Next section
SMILES | HepG2 tox | IL-2 act | ATXN2 expr inh | ATXN viability | TGFb inhibitor | Nrf2 activator | EPAC2 agonist | A549 viability | Nrf2 inh
CN1CCN(C(=O)c2ccc(COc3ccc(C(C)(C)C)cc3)o2)CC1 | -19% | -0.6 | 22% | i | 14% | 7.3% | ? | -2% | ?
CNC(=O)COC(=O)/C=C/c1c(C)nn(-c2ccccc2)c1C | 6% | 0.4 | 2% | i | 0% | 0.4% | 8% | 4% | -5%
Cn1c(Cc2ccccc2)nnc1SCC(=O)NC1CCCC1 | 12% | -1.6 | 6% | i | -5% | -0.2% | 1% | -2% | 8%
COCCn1c(C)cc(C(=O)CSc2nc3ccccc3c(=O)n2Cc2ccco2)c1C | 22% | 1.1 | 15% | i | -3% | 6.5% | 5% | ? | -13%
CCOC(=O)c1sc2nc3c(cc2c1N)COC(C)(CC)C3 (stereo not given) | 2% | -1.0 | . | . | 10% | -0.5% | -16% | -5% | ?
CCOC(=O)C1(C)CCCN1C(=O)c1ccc(OC)c(F)c1 (stereo not given) | -1% | -0.4 | 7% | i | ? | -1.0% | 8% | . | .
COC(=O)N/N=C/c1ccc([N+](=O)[O-])o1 | -22% | -1.4 | -25% | i | -25% | 2.3% | 6% | 2% | 1%
COc1ccc(-c2noc(N3CCC(C(=O)N4CCN(c5ccccc5F)CC4)CC3)n2)cc1 | -4% | . | 0% | i | 3% | 0.2% | . | 10% | 23%
O=c1[nH][nH]cc1C=Nc1ccccc1Cl | -4% | -3.6 | . | i | -7% | 0.2% | 3% | 6% | 15%
COc1nsnc1NS(=O)(=O)c1ccc(NC(=S)NC(=O)c2ccncc2)cc1 | -3% | 0.5 | . | i | -7% | -0.5% | 8% | -13% | -9%
O=C(NC1C=CS(=O)(=O)C1)c1sc2ccccc2c1Cl (stereo not given) | -20% | 1.8 | ? | i | -2% | ? | 5% | -9% | ?
C#CCN(C[C@@H]1[C@@H](OC(=O)NCC2CCCCC2)[C@@H](OC(=O)NCC2CCCCC2)CN(C(=O)OC(C)C)N1C(=O)OC(C)C)S(=O)(=O)c1ccc(C)cc1 | 3% | -2.6 | 7% | i | -15% | 3.1% | -14% | . | .
O=C(/C=C/c1ccc(F)cc1)Nc1cc(S(=O)(=O)N2CCOCC2)ccc1N1CCCC1 | 12% | -3.7 | 6% | i | -1% | -0.9% | -5% | -14% | -2%
Cc1ccccc1OCC(=O)N1CCC2(CC1)CC(=O)c1ccccc1O2 | -25% | -5.2 | -4% | i | 0% | -0.9% | -5% | 1% | -1%
O=C(CSc1nc2c(cnn2-c2ccc(F)cc2)c(=O)[nH]1)Nc1nccs1 | 1% | -2.8 | -1% | i | 8% | 0.4% | 1% | -3% | 9%
Cc1cc(C)n2nc(C(=O)N(C)c3c(N)n(Cc4ccccc4)c(=O)[nH]c3=O)nc2n1 | 15% | -0.6 | -3% | i | 6% | -0.6% | 12% | 2% | -4%
Cc1ccc(CNC(=O)[C@H](Cc2ccccc2)NC(=O)c2ccco2)cc1 | 3% | 1.0 | 3% | i | 4% | 3.1% | 1% | 2% | 15%
O=C(COc1ccc(Cl)cc1)Nc1ccc(NC(=O)c2ccco2)cc1 | 2% | -0.2 | -12% | i | 18% | 0.0% | 0% | -2% | ?
C/C(Cl)=C\COc1cc(C)nc2c(Br)cccc12 | -2% | 0.0 | -8% | i | 2% | 18% | 3% | 2% | 2%
O=C(O)c1ccccc1C(=O)c1ccc(N2CCCC2)c([N+](=O)[O-])c1 | -19% | -0.6 | 5% | i | -6% | 0.2% | 6% | -16% | -1%
CCC1(C)Cc2ccccc2-c2[nH]c(=S)[nH]c(=O)c21 (stereo not given) | -14% | -2.1 | 0% | i | -15% | 0.0% | 4% | -1% | 2%
COc1ccccc1NC(=O)CCn1c(=S)oc2ccccc21 | 11% | 2.8 | -14% | i | -6% | -0.4% | 8% | 0% | ?
